# PfG6PD inh: PfG6PD (Plasmodium falciparum) enzyme inhibition; inhibition, % at 20 µM; hit rate 0.78% among 350,000; PfGluPho enzyme, NADPH resazurin-diaphorase fluorescence;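 active = inhibition reaching at least a set limit at 20 µM in the primary screen, cut at about 59% in these data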;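 also: 0% = DMSO wells with substrate and 100% = DMSO wells lacking glucose-6-phosphate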
# * = called active by the depositor. An excerpt; count on the stated rates, not on these rows.
PfG6PD inh,molecule
-4,Cc1nn(CC(=O)Nc2cccc(O)c2)c(=O)c2ccccc12
-10,COc1ccc(NC(=O)C[C@H]2C(=O)N(C3CCCCC3)C[C@@H]2CSC)cc1
3,CC1=C(C(=O)N2CCOCC2)CC(CC(=O)NC(c2ccccc2)c2ccccc2)C(=O)N1CCCN1CCCC1=O (stereo not given)
4,CCOC(=O)C1=C(C)NC(C)=C(C(=O)OCC)C1C(=O)OCC(=O)Nc1ccc(NC(C)=O)cc1
14,COCC1CCN(C(=O)c2ccc3oc(C(C)C)nc3c2)C1 (stereo not given)
-21,CC(OC(=O)c1nc(Cl)ccc1Cl)C(=O)NCc1ccccc1 (stereo not given)
-26,O=C(C1=C(O)C(=O)N(CCN2CCOCC2)C1c1cccc([N+](=O)[O-])c1)c1cc2ccccc2o1 (stereo not given)
-4,COc1ccccc1NC(=O)N(C)C[C@H]1Oc2ncc(C#CCN(C)C)cc2C(=O)N([C@H](C)CO)C[C@H]1C
-10,CSc1ccc(/C=C/C(=O)OCC(=O)NC2CCCC2)cc1
6,Cc1ccccc1-n1c(SCC(=O)NC2CC2)nc2ccccc2c1=O
17,CCCCN1CC(COCc2ccccc2)Oc2cccc(OCc3ccc(OC)cc3)c2S1(=O)=O (stereo not given)
5,NC(=O)/C(=C\c1ccco1)NC(=O)c1ccco1
-8,Cc1ccc(N2CC(C(=O)NC3CCCCCC3)CC2=O)cc1 (stereo not given)
-1,CC1=C(C(=O)N2CCOCC2)CC(CC(=O)NCCCN(C)C)C(=O)N1CCC1=CCCCC1 (stereo not given)
11,CCOc1cc(N2CCOCC2)c(OCC)cc1NS(=O)(=O)c1ccc2c(c1)CC(=O)N2
-5,Cc1noc(C)c1S(=O)(=O)N(C)C[C@H]1OCc2cnnn2CCCC(=O)N([C@@H](C)CO)C[C@H]1C
0,c1cncc(C2SCCCS2)c1
16,COc1ccc(NC(=O)N(C)[C@H]2C[C@H]3c4[nH]c5ccccc5c4CCN3C(=O)[C@H]2[C@H](C)O)cc1
-6,COc1ccc(C(=O)NCC2CCCN2S(=O)(=O)c2ccccc2)cc1OC (stereo not given)
0,CC1=C(C(=O)N2CCOCC2)CC(CC(=O)NCc2cccs2)C(=O)N1Cc1ccc(C(C)(C)C)cc1 (stereo not given)
1,COc1ccc(OC(=O)N(C)C[C@@H]2OCc3cn(nn3)CCCC(=O)N([C@@H](C)CO)C[C@H]2C)cc1
-3,CCOC(=O)C1(C)NC(c2ccc(OC)c(OC)c2)C2C(=O)N(c3cccc(C(C)=O)c3)C(=O)C21 (stereo not given)
1,O=C(c1cccs1)N1C[C@H](O)[C@@H](n2cc(-c3ccc(F)cc3)nn2)C[C@@H]1c1ccccc1
-6,O=C(Nc1ccc(S(=O)(=O)N2CCCC2)cc1)C1CC(=O)N(CCc2ccccc2)C1 (stereo not given)
-2,CSc1cccc(NC(=O)C2CC(=O)N(c3ccc4c(c3)OCCO4)C2)c1 (stereo not given)
-1,COc1ccc(NC(=O)C[C@H]2C(=O)N(Cc3ccccc3)C[C@@H]2C)cc1
17,O=C(CSc1nc2ccccc2c(=O)n1-c1ccc(F)cc1F)NC1CCS(=O)(=O)C1 (stereo not given)
-27,CCCCc1ccc(-c2nn[nH]n2)nc1
-6,CCN(CC)C(=O)C1=C(C)N(CCC2=CCCCC2)C(=O)C(CC(=O)NC2CCCC2)C1 (stereo not given)
2,Cn1c(=NC(=O)CS(=O)(=O)c2ccccc2)sc2cc(F)ccc21
3,Cc1ccc(NS(=O)(=O)c2ccc(-n3cccn3)cc2)cc1Cl
13,C[C@H]1Cn2cnc(C(=O)N[C@@H](Cc3c[nH]c4ccccc34)C(=O)OC(C)(C)C)c2C(=O)N1
4,CCN(CC(=O)Nc1ccc(NC(C)=O)cc1)C(=O)c1ccc(Sc2nncn2C)c([N+](=O)[O-])c1
-14,COc1ccccc1CCNC(=O)CSCC(=O)Nc1ccccc1F
38,O=C(c1ccoc1)N1CCN(c2cc(-c3ccncc3)nc3cc(-c4cccc(Cl)c4)nn23)CC1
-5,CN(Cc1ccccn1)C(=O)c1cc(COc2ccc(F)c(F)c2)on1
-8,CC1CCN(S(=O)(=O)c2ccc3c(c2)C(Cl)(Cl)C(=O)N3)CC1
19,CC1C(=O)N(Cc2cn(Cc3ccco3)nn2)CCS(=O)(=O)N1Cc1ccc(-c2cccc(N(C)C)c2)cc1 (stereo not given)
-25,CC(=O)N1CC2(CC(c3ccccc3F)=NO2)CN1c1ccc(Cl)cc1 (stereo not given)
34,COc1ccc(NC(=O)N(C)[C@H]2C[C@H]3c4[nH]c5ccc(-c6cccc(C)c6)cc5c4CCN3C[C@H]2[C@H](C)O)cc1
29,Cc1ccc(S(=O)(=O)N(C)C[C@H]2Oc3cc(C#CC4CCCC4)ccc3S(=O)(=O)N([C@H](C)CO)C[C@H]2C)cc1
17,O=C1NC(c2ccc3ccccc3c2)Nc2ccccc21 (stereo not given)
5,CCCCN1C[C@H](C)[C@@H](CC(=O)Nc2ccc(OC)cc2)C1=O
10,O=C(CNC(=O)N1CC(=O)Nc2ccccc21)Nc1ccc(Cl)cc1Cl
14,COc1ccc(CN2C(=O)C(CC(=O)NC(c3ccccc3)c3ccccc3)CC(C(=O)N(C(C)C)C(C)C)=C2C)cc1 (stereo not given)
2,CC(=O)Oc1ccc(OC(C)=O)c2c1CC1(C)OC1(C)C2 (stereo not given)
4,CC(=O)c1cc2c(cc1NC(=O)CSc1ncccn1)OCO2
2,C[C@@H]1CN([C@@H](C)CO)C(=O)CCCn2nncc2CO[C@@H]1CN(C)C(=O)Nc1ccc(N2CCCCC2)cc1
12,O=C(CCl)N1c2ccccc2Sc2ccc3ccccc3c21
16,Cc1ccc(NC(=O)COC(=O)Cc2c[nH]c3ccccc23)cc1

# 14 consecutive records from above, quoted:
PfG6PD inh,molecule
38,O=C(c1ccoc1)N1CCN(c2cc(-c3ccncc3)nc3cc(-c4cccc(Cl)c4)nn23)CC1
-5,CN(Cc1ccccn1)C(=O)c1cc(COc2ccc(F)c(F)c2)on1
-8,CC1CCN(S(=O)(=O)c2ccc3c(c2)C(Cl)(Cl)C(=O)N3)CC1
19,CC1C(=O)N(Cc2cn(Cc3ccco3)nn2)CCS(=O)(=O)N1Cc1ccc(-c2cccc(N(C)C)c2)cc1 (stereo not given)
-25,CC(=O)N1CC2(CC(c3ccccc3F)=NO2)CN1c1ccc(Cl)cc1 (stereo not given)
34,COc1ccc(NC(=O)N(C)[C@H]2C[C@H]3c4[nH]c5ccc(-c6cccc(C)c6)cc5c4CCN3C[C@H]2[C@H](C)O)cc1
29,Cc1ccc(S(=O)(=O)N(C)C[C@H]2Oc3cc(C#CC4CCCC4)ccc3S(=O)(=O)N([C@H](C)CO)C[C@H]2C)cc1
17,O=C1NC(c2ccc3ccccc3c2)Nc2ccccc21 (stereo not given)
5,CCCCN1C[C@H](C)[C@@H](CC(=O)Nc2ccc(OC)cc2)C1=O
10,O=C(CNC(=O)N1CC(=O)Nc2ccccc21)Nc1ccc(Cl)cc1Cl
14,COc1ccc(CN2C(=O)C(CC(=O)NC(c3ccccc3)c3ccccc3)CC(C(=O)N(C(C)C)C(C)C)=C2C)cc1 (stereo not given)
2,CC(=O)Oc1ccc(OC(C)=O)c2c1CC1(C)OC1(C)C2 (stereo not given)
4,CC(=O)c1cc2c(cc1NC(=O)CSc1ncccn1)OCO2
2,C[C@@H]1CN([C@@H](C)CO)C(=O)CCCn2nncc2CO[C@@H]1CN(C)C(=O)Nc1ccc(N2CCCCC2)cc1

# The listing continues.
PfG6PD inh,molecule
-41,CC1=C(C(=O)N2CCOCC2)CC(CC(=O)NCc2cccc3ccccc23)C(=O)N1Cc1ccc(F)cc1 (stereo not given)
29,CC(C)CC1C(=O)N(Cc2cn(Cc3ccco3)nn2)CCS(=O)(=O)N1Cc1ccc(-c2ccccc2)cc1 (stereo not given)
-15,O=C(COC(=O)c1ccc2ccccc2c1)NCc1ccccc1
34,C[C@@H]1CN([C@@H](C)CO)C(=O)c2cc(C#Cc3cccc(F)c3)cnc2O[C@@H]1CN(C)CC1CCOCC1
8,CC1CCC(NC(=O)c2ccc(Br)o2)CC1 (stereo not given)
0,O=[N+]([O-])c1cccnc1Oc1cc(Cl)c(Cl)cc1Cl
11,C[C@@H]1CN([C@H](C)CO)C(=O)CCCn2nncc2CO[C@@H]1CN(C)C(=O)c1ccncc1
10,CCOC(=O)c1cc(OCC)c2c(ccc3ccccc32)n1
11,ON=C1CCC2CCCCC2C1 (stereo not given)
-21,COc1ccc(NC(=O)C2CC(=O)N(c3ccc(C)cc3)C2)cc1S(=O)(=O)N1CCCCC1 (stereo not given)
24,Cn1c2nc3ccccc3c-2nc2ccccc21
16,COc1cccc(-c2ccc3c(c2)C2CC3CCN2C(=O)c2ccc(-c3ccccc3)cc2)c1 (stereo not given)
6,C=CCOc1ccc(C[C@H](N)C(=O)NC[C@H]2O[C@@H](n3ccc(N)nc3=O)[C@H](O)[C@@H]2O)cc1
4,O=C1c2ccccc2C(=O)N1CCC#C/C=C1\c2ccccc2C(=O)N1c1ccccc1
24,COc1ccccc1C(=O)NCC(=O)N(C)Cc1nc2ccccc2c(=O)[nH]1
8,Cc1ccc(OCc2cc(C(=O)N(C)Cc3cnn(C)c3)no2)cc1C
8,O=C(NCCCn1ccnc1)c1sc2cc([N+](=O)[O-])ccc2c1Cl
4,CC1=C(C(=O)N(C)C)CC(CC(=O)NC(c2ccccc2)c2ccccc2)C(=O)N1Cc1ccccc1 (stereo not given)
-4,CN(C(=O)c1cc(COc2ccc(F)cc2Cl)on1)C1CCOC1 (stereo not given)
27,COc1cccc(N(CC(=O)N2CCN(Cc3ccccc3)CC2)S(C)(=O)=O)c1
12,COc1ccc(-n2c(COc3ccc(Cl)cc3Cl)n[nH]c2=S)cc1
9,COC(=O)C[C@@H]1C[C@@H]2c3cc(NC(=O)Cc4ccncc4)ccc3O[C@@H]2[C@@H](CO)O1
17,O=C(NCc1ccco1)c1cccc2c1C(=O)c1ccc(N3CCC(N4CCCCC4)CC3)cc1S2(=O)=O
-9,COc1ccc(OC)c(NS(=O)(=O)c2ccc(-n3cccn3)cc2)c1
15,Cc1ccc([C@H]2C[C@H](n3cc(-c4ccc(F)cc4)nn3)[C@@H](O)CN2C(=O)c2cccs2)cc1
7,CC1CCN(S(=O)(=O)N2CCC(C(=O)NC(C)c3ccccc3)CC2)CC1 (stereo not given)
-6,O=C(c1cccs1)N1C[C@H](O)[C@@H](n2cc(C3CC3)nn2)C[C@@H]1c1ccccc1
-17,O=C(CCc1c[nH]c2ccccc12)N1CCN(S(=O)(=O)c2ccc([N+](=O)[O-])cc2)CC1
9,COCOCCn1cc(CN2CCS(=O)(=O)N(Cc3ccc(-c4ccc(Cl)cc4)cc3)C(C)C2=O)nn1 (stereo not given)
4,CC(OC(=O)C1=COCCO1)C(=O)NC1CCCC(C)C1C (stereo not given)
-4,O=C(Nc1cc(C(F)(F)F)ccc1N1CCCCC1)C1=COCCO1
7,C[C@@H]1CCCCO[C@H](CN(C)C(=O)c2ccccc2)[C@@H](C)CN([C@H](C)CO)C(=O)c2cc(NC(=O)c3ccncc3)ccc2O1
11,Cc1cc(-c2nnn(CCCOC(C)(C)C)c2C)ccc1-c1cn(CCCOC(C)(C)C)nn1
-3,COCCNC(=O)/C(C#N)=C1\N=C(NC(=O)c2ccco2)c2ccccc21
6,O=C(O)c1cc([N+](=O)[O-])ccc1-c1ccc([N+](=O)[O-])cc1C(=O)O
30,O=C(OCc1cn([C@@H]2CN(Cc3cccs3)[C@@H](c3ccc(Cl)cc3)C[C@H]2O)nn1)c1ccccc1
-1,O=[N+]([O-])c1ccc(C=NN2CCNC2=S)o1
7,O=c1nc(Oc2ccccc2)nc2ncccn12
8,NC(=O)COc1ccc(S(=O)(=O)N2CCCC2)cc1
-3,C[C@@H]1CN([C@H](C)CO)C(=O)CCCn2nncc2CO[C@H]1CN(C)C(=O)Nc1ccc(N2CCN(C)CC2)cc1
-7,CCN(CC)C(=O)C1=C(C)N(CCCN2CCCC2=O)C(=O)C(CC(=O)NCCCCc2ccccc2)C1 (stereo not given)
20,C[C@@H]1CCCCO[C@H](CN(C)C(=O)Nc2ccc(F)cc2)[C@@H](C)CN([C@H](C)CO)C(=O)c2cc(NC(=O)c3ccccc3)ccc2O1
19,COc1ccc2nc(N3C(=O)C(O)=C(C(=O)c4ccco4)C3c3ccc(OC)c(OC)c3)sc2c1 (stereo not given)
1,CC(C)NC(=O)N(C)C[C@@H]1Oc2ncc(-c3cccc(C#N)c3)cc2C(=O)N([C@H](C)CO)C[C@@H]1C
12,O=C(NC1CCS(=O)(=O)C1)c1cc2c(=O)n3ccccc3nc2n1Cc1ccccc1 (stereo not given)
2,O=C(CSc1nccn1Cc1ccc(F)cc1)NC1CCCCC1
36,C[C@@H]1CCCCO[C@H](CN(C)Cc2ccccc2)[C@@H](C)CN([C@H](C)CO)C(=O)c2cc(NS(=O)(=O)c3ccc(Cl)cc3)ccc2O1
38,COc1ccc([C@H]2C[C@@H](O)[C@H](n3cc(COC(=O)c4ccccc4)nn3)CN2CC2CCCCC2)cc1
-2,C[C@@H]1CN([C@H](C)CO)S(=O)(=O)c2ccc(Br)cc2O[C@@H]1CN(C)Cc1ccc(C(=O)O)cc1
-5,CCOc1ccccc1NC(=O)COC(=O)COc1cccc2c1OC(C)(C)C2

# New compounds follow.
PfG6PD inh,molecule
-21,COc1cc2nc3n(c(=O)c2cc1OC)-c1ncccc1C(=O)NC3Cc1ccccc1 (stereo not given)
-8,Cc1ccc(C)c(NS(=O)(=O)c2ccc(-n3cccn3)cc2)c1
21,CCCCCCN1C[C@@H](O)[C@H](n2cc(C3CC3)nn2)C[C@@H]1c1ccc(C)cc1
-7,COc1ccc(COC[B-](F)(F)F)cc1
76*,NC(=S)NN=Cc1c[nH]c2nccnc12
15,O=C(CCl)NC1(C(=O)O)CCCC1
11,C=CCSc1nnc(NC(=O)CCNC(=O)c2ccccc2Cl)s1
-14,Cc1ccc(NS(=O)(=O)c2ccc(-n3cccn3)cc2)c(Br)c1
16,COc1ccc(C(=O)N/C(=C\c2cn(S(=O)(=O)N(C)C)c3ccccc23)C(=O)N2CCN(C)CC2)cc1OC
8,CC(C)(C)OC(=O)CC(S(=O)(=O)c1ccccc1)S(=O)(=O)c1ccccc1

# Screens deposited in PubChem BioAssay by Sanford-Burnham Center for Chemical Genomics.
